# LMP1 NFkB inh = reduces LMP1-driven NF-kappaB luciferase signal; LMP1-induced NF-kappaB luciferase reporter cells, luminescence; inhibition, % at 12.5 µM; 350,000 tested, 0.69% active; in the data active = inhibition above about 41%;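 note: 0% = neutral control wells and 100% = reference inhibitor control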
# iPSC survival up = increases survival of single human iPS cells; hiPSC single-cell survival, ATPlite luminescence; 100% = ROCK inhibitor wells, 0% = DMSO; survival enhancement, % at 20 µM; 360,000 tested, 0.044% active; in the data active = survival enhancement above about 18%;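 note: cells exposed to compounds for 16 hours before the ATP read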
# Peg3 promoter = reduces Peg3 promoter-driven luciferase expression in HeLa | AID 588405 | inhibition, % at 20 µM | HeLa PEG-Prom luciferase reporter, luminescence, overnight | 360,000 tested, 1.7% active;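 active = inhibition of at least 50% at 20 µM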
# HIF-2a inh = inhibitors of HIF-2a; 786-0 RCC cells HIF-2a reporter, luciferase luminescence, overnight; inhibition, % at 18.8 µM; 360,000 tested, 0.72% active; AID 624352;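 active = inhibition of the luminescence signal of 40% or more relative to plate controls, in a single-dose primary screen at 18.75 µM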
# Shn3 3UTR inh = reduces Shn3 3'UTR luciferase signal in osteoblasts; 360,000 tested, 0.52% active; Clone20 osteoblast Shn3 3'UTR firefly luciferase, 24 h; AID 588674; inhibition, % at 12.5 µM;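 active = mean inhibition of at least 75% with every replicate also reaching 75%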;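 note: 0% = median of neutral control wells and 100% = pilot-screen positive control compound; some compounds past the cut are filed as inactive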
# NR2E3 ag-1 = activates human NR2E3 receptor; Q9Y5X4; CHO-S Gal4-NCOR/VP16-NR2E3 two-hybrid, luciferase; inhibition of corepressor binding, % at 3.98 µM; 360,000 tested, 0.35% active; AID 602229;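 active = inhibition above the mean of all tested compounds plus 3 SD, cut at about 70% in these data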;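 note: 0% = DMSO with NR2E3 transfected cells and 100% = cells lacking NR2E3 construct; higher means lower luciferase signal from less NR2E3 corepressor binding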
# Target sequence (Q9Y5X4 whole entry, looked up, the tested form may be a part): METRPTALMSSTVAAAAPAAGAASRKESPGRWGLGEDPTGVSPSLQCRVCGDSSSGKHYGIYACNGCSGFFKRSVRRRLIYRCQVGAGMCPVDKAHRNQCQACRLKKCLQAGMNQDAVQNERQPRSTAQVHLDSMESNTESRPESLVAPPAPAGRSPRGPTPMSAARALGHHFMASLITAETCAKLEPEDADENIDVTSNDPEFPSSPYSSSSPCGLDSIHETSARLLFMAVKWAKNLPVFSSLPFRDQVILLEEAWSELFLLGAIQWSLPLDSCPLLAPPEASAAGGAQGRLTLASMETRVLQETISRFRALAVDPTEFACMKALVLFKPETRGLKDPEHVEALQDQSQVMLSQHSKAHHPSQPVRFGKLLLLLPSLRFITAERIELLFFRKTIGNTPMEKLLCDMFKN
# KKLEB cytotox = CF airway cell cytotoxicity counter-screen; activity change (cytotoxicity), % at 5 µM; KKLEB CF airway cells viability, ATPlite luminescence, overnight; active compounds read low; cells stimulated with P. aeruginosa culture filtrate; 360,000 tested, 0.36% active;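 active = corrected activity change at or below -50% at 5 µM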
# NR2E3 ag-2 = NR2E3 (human) agonism. Q9Y5X4. GST-NR2E3/biotin-RetCOR TR-FRET, 1536-well. inhibition of corepressor binding, % at 4.78 µM. 320,000 tested, 0.12% active. AID 2300;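 active = percent inhibition above the cutoff of mean plus 3 SD of all tested compounds, set per screening campaign, cut at about 20% in these data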;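 note: 0% = DMSO wells and 100% = biotin wells as full block of FRET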
#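 Material: NR2E3–RetCOR corepressor complex / Amount: 1.35 nM GST-NR2E3 / Medium: Tris pH 7.5 / Compound: single nominal compound dose of 4.8 µM / Incubation: 5 h at 4 °C / Technique: TR-FRET, Eu(K)-anti-GST donor, streptavidin-D2 acceptor, ex 340, em 617/671 nm / Read-out basis: percent loss of FRET ratio relative to control wells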
# MITF TRPM1 inh = MITF TRPM1 promoter inhibition in SK-MEL-5 cells. AID 488899. SK-MEL-5 TRPM1 promoter luciferase, 24 h. 330,000 tested, 0.83% active. inhibition, % at 12.5 µM;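 active = mean inhibition across replicates of 60% or more, whatever share of single replicates reaches that level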; note: values of inactives mirror those of a sister screen read the other way
# TRAIL sens C8 = sensitizes caspase-8 expressing cells to TRAIL | 360,000 tested, 1% active | NB7+C8 cells + TRAIL, ATPlite viability luminescence | inhibition (viability loss, TRAIL sensitization), % at 10 µM;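 active = compounds causing at least 50% loss of cell viability in the single-dose screen, relative to plate controls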
# CF NFkB block = cystic fibrosis NF-kB activation inhibition. KKLEB NF-kB-GFP reporter, PAF-induced, GFP fluorescence overnight. inhibition, % at 5 µM. 360,000 tested, 0.86% active. AID 588850;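 active = at least 50% inhibition at 5 µM, scaled per plate between neutral and stimulator controls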;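 note: PAF is a Pseudomonas aeruginosa culture filtrate used as stimulus; plate controls were PAF-stimulated DMSO wells for no effect and unstimulated DMSO wells for full effect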
# An asterisk follows results filed as active; / = no result given.
SMILES,LMP1 NFkB inh,iPSC survival up,Peg3 promoter,HIF-2a inh,Shn3 3UTR inh,NR2E3 ag-1,KKLEB cytotox,NR2E3 ag-2,MITF TRPM1 inh,TRAIL sens C8,CF NFkB block
CCN(CC)C(=O)CC(c1cc(OC)c(OC)c(OC)c1)c1c(O)cc(OC)cc1OC (stereo unspecified),-9,-2.7,8,2,-2,-18,6,-4,10,-14,22
COc1cc(C(=O)N/N=C/c2coc3ccccc3c2=O)cc(OC)c1OC,-7,1.0,-3,25,12,-17,-13,0,-10,-14,25
NC(=O)COc1ccc(C23CC4CC(CC(C4)C2)C3)cc1,-3,-1.7,-167,-156,-40,-54,14,1,-58,1,-5
Cc1ccc(C(=O)OCC(=O)NCc2ccc3c(c2)OCO3)o1,-3,-1.9,19,16,-6,9,2,/,-1,-6,-28
COc1cccc(C=O)c1OCCCOc1cccc2cccnc12,-2,-0.8,-102,-190,-36,-92,-11,1,-54,45,-4
COc1ccc(OCC(=O)N2CCN(C(=O)c3ccco3)CC2)cc1,0,0.3,-4,9,11,-15,0,4,9,5,-7
COC(=O)[C@H](C)NC(=O)Nc1ccc(S(N)(=O)=O)cc1,-4,3.3,-8,13,20,-15,2,-1,6,-15,2
CSc1nc(N2CCOCC2)c2c(c1C#N)CC(C)(C)OC2,1,2.2,18,28,-5,-16,-14,1,4,9,28
CC(C)C1COC(c2cccc3ccccc23)=N1 (stereo unspecified),-22,-1.4,-393,-370,-126,-72,18,5,-69,15,-15
Cc1ccc(-c2nc(-c3ccccn3)no2)cc1[N+](=O)[O-],28,-0.7,-68,-68,4,-169,-2,2,-3,52*,-18
COc1ccc(/C=C2/Sc3ccc(C(=O)NCCCN4CCOCC4)cc3NC2=O)cc1OC,1,1.8,88*,23,6,-6,-6,-6,7,5,-5
CN1CCN(S(=O)(=O)c2ccc(NC(=O)c3ccco3)cc2)CC1,-38,5.1,-30,-30,-22,-4,10,1,-14,2,-10
COc1ccc(-c2nc3c4ccccc4ccn3c2CN2CCOCC2)cc1OC,-17,0.5,-297,-258,-75,-25,-19,-1,-42,2,7
COCCn1c(N)c(N(Cc2ccccc2)C(=O)c2cc3ccccc3o2)c(=O)[nH]c1=O,6,0.9,8,6,2,29,8,-4,16,-9,-27
Cc1cc(C)cc(-c2nc(-c3ccncc3)no2)c1,-20,-0.1,-417,-275,-39,-111,-3,-1,-75,18,-20
COc1ccccc1N1CCN(CCCNC(=O)Nc2ccccc2)CC1,6,-2.3,8,14,-2,-10,7,-3,-9,1,2
O=C(Nc1ccc(S(=O)(=O)N2CCOCC2)cc1)C1CCCCC1,3,-2.1,15,1,-4,6,1,3,9,7,-6
Cc1ccccc1C(=O)OC1OC(=O)C(Cl)=C1Nc1ccccc1 (stereo unspecified),-16,0.3,16,21,-10,-15,-24,5,6,8,24
CCCCN(CC)C(=O)c1ccccc1Oc1ccccc1,1,-1.4,20,20,-11,-4,-2,-2,6,20,0
C[C@@H]1CN([C@@H](C)CO)C(=O)CCCn2nncc2CO[C@@H]1CN(C)S(=O)(=O)c1ccc2ccccc2c1,0,2.9,16,5,-7,-5,16,/,/,8,10

# Sorted by SMILES length (falling): part of the list above
SMILES,LMP1 NFkB inh,iPSC survival up,Peg3 promoter,HIF-2a inh,Shn3 3UTR inh,NR2E3 ag-1,KKLEB cytotox,NR2E3 ag-2,MITF TRPM1 inh,TRAIL sens C8,CF NFkB block
COc1cc(C(=O)N/N=C/c2coc3ccccc3c2=O)cc(OC)c1OC,-7,1.0,-3,25,12,-17,-13,0,-10,-14,25
CN1CCN(S(=O)(=O)c2ccc(NC(=O)c3ccco3)cc2)CC1,-38,5.1,-30,-30,-22,-4,10,1,-14,2,-10
COC(=O)[C@H](C)NC(=O)Nc1ccc(S(N)(=O)=O)cc1,-4,3.3,-8,13,20,-15,2,-1,6,-15,2
NC(=O)COc1ccc(C23CC4CC(CC(C4)C2)C3)cc1,-3,-1.7,-167,-156,-40,-54,14,1,-58,1,-5
COc1cccc(C=O)c1OCCCOc1cccc2cccnc12,-2,-0.8,-102,-190,-36,-92,-11,1,-54,45,-4

# Additional results:
SMILES,LMP1 NFkB inh,iPSC survival up,Peg3 promoter,HIF-2a inh,Shn3 3UTR inh,NR2E3 ag-1,KKLEB cytotox,NR2E3 ag-2,MITF TRPM1 inh,TRAIL sens C8,CF NFkB block
Cc1ccc(C)c(OCc2cc(C(=O)N3CCN(c4ccccc4)CC3)no2)c1,-33,-0.5,-230,-250,-55,-98,-14,1,-78,-3,33
COc1ccc(CNC(=O)c2cccnc2SC)cc1OC,0,1.0,18,-3,-3,-3,1,3,-1,-3,9
COc1ccccc1CNC(=O)Cn1ccc2cc(S(=O)(=O)N3CCCC3)ccc21,-6,-0.5,12,-7,3,-4,-2,4,2,-12,5
O=C(NC1=NCCS1)c1sc2cc(F)ccc2c1Cl,-16,0.2,-257,-196,-107,-80,2,3,-70,15,-20
Cc1cc(-c2csc(NC(=O)c3ccc(=O)[nH]c3)n2)c(C)n1Cc1ccccc1,15,-1.5,5,10,6,-18,1,0,-9,-4,1
Cn1c(NC(=O)/C=C/c2ccccc2)cc(=O)n(C)c1=O,-14,-0.8,-215,-227,-60,-87,16,5,-1,-3,-25
COc1ccc(C(CNC(=O)c2ccc(NS(=O)(=O)c3ccc(F)c(C)c3)cc2)N(C)C)cc1 (stereo unspecified),3,-0.4,-23,-1,-4,24,8,3,-6,-2,2
Clc1ccc(CNc2nc(N3CCOCC3)nc(N3CCOCC3)n2)cc1,2,-1.3,15,26,4,4,-5,-4,11,-16,10
C=CCN1CCc2c(cc(O)c(O)c2Br)[C@@H](c2ccccc2)C1,-7,1.7,6,9,14,-5,8,-1,6,7,-5
Cc1ccn(C)c(=N)c1,-7,-0.7,0,10,-5,-51,1,-5,-2,-12,4
O=C(OCCc1cc2ccccc2c(=O)o1)c1ccc(C(F)(F)F)cc1,-4,-3.9,-13,-2,22,1,11,0,-6,7,-3
O=C(COC(=O)/C=C/c1cccc(C(F)(F)F)c1)NC1CCCCCC1,-14,-0.1,-5,19,-2,-11,-12,6,-10,-7,0
CCN(CC)S(=O)(=O)c1ccc(C)c(NC(=O)COC(=O)c2ccc(C)c(S(=O)(=O)N3CCOCC3)c2)c1,2,-0.8,3,0,8,5,9,-4,-1,-12,-13
COc1ccc(C(=O)c2c[nH]c(C(=O)NCc3cccnc3)c2)cc1,0,-3.1,-11,0,-16,-24,-3,2,6,1,-1
COc1ccc(S(=O)(=O)NCCc2ccccc2)c2cccnc12,4,-0.8,-11,8,-4,-5,-8,4,1,-4,-1
CCCCNC(=S)Nc1cccc(C(C)=O)c1,10,0.2,7,-4,1,-13,3,-1,7,-2,0
O=C(c1ccc(N2CCN(C(=O)c3ccc(F)cc3F)CC2)cc1)c1cccc(F)c1,17,-0.5,18,11,52,20,2,-1,17,12,12
CCOC(=O)C1CCN(c2ncnc3cc(OC)c(OC)cc23)CC1,17,-1.0,24,24,19,15,-2,1,6,-7,2
COC(=O)C(C)(C(=O)OC)c1ccc([N+](=O)[O-])cn1,-2,-0.2,5,16,11,-4,14,0,-11,-5,-5
CNS(=O)(=O)c1cccc(C(=O)OCc2cc(C(C)=O)ccc2OC)c1,1,1.7,8,1,82*,-3,-13,-4,5,2,3
CCCn1c(SCC(=O)Nc2nc(C)c(C(=O)OC)s2)nnc1C(C)C,-7,-1.8,13,17,-2,0,-5,0,2,-7,14
O=C(Nc1ncc([N+](=O)[O-])s1)C1COc2ccccc2O1 (stereo unspecified),20,0.0,-179,-174,-24,-20,-30,1,-46,13,61*
CCCNc1ncnc2[nH]ncc12,-3,-2.0,5,-2,1,-30,-25,/,-17,-13,17
COc1ccc(-c2c3c(=O)n(C)c(=O)n(C)c3cn2-c2cc(OC)ccc2OC)cc1,0,2.2,18,4,3,5,-10,3,7,-6,22
Cc1cc(C)c(CN2CCN(C(=O)Cn3cnc4c(NCc5ccccc5)ncnc43)CC2)c(C)c1,36,0.4,21,13,82,83*,2,/,41,8,20
CC[C@H](C)[C@H]1CNC(=O)C(=O)N1CC1CCN(CCCc2ccc(OC)c(OC)c2)CC1,-4,4.4,6,1,-17,-15,-5,/,0,-16,3
O=C(CSc1n[nH]c(-c2ccccc2)n1)Nc1ccccc1O,-6,-0.2,2,2,-4,-16,24,1,20,-7,-22
COC(=O)Cc1ccc(NC(=S)NCc2ccc(Cl)cc2)cc1,-15,0.1,4,22,-6,-22,3,1,-9,20,-6
Cc1nc(C(=O)NNC(=O)c2ccccc2)c(C(F)(F)F)o1,2,-0.5,-1,19,4,1,-3,-4,-2,16,-6
COc1ccc2c(c1)CC/C2=N\OC(=O)c1cccc(C)c1,-53,-0.8,-407,-207,-106,-20,-9,0,-45,47,18
Cc1c(NC(=O)CSc2nnc(Nc3ccccc3)s2)c(=O)n(-c2ccccc2)n1C,4,0.6,6,-1,-2,-11,-2,3,9,-3,-3
CCn1c2ccccc2c2cc(/C=N/NC(=O)c3cc(O)cc(O)c3)ccc21,66*,-0.8,3,14,-5,-8,-2,-1,1,-2,-23
COc1ccccc1NC(=O)CSc1nc(O)cc(=O)[nH]1,-8,-0.1,15,-1,-24,-5,12,3,7,-20,-2
Cc1cc(N2CCN(Cc3cn(C)nc3-c3ccccc3F)CC2)cc(C)n1,2,-0.3,-1,18,-2,14,-11,2,27,13,19
COc1ccc(Cc2noc(CN(C)CC3CCN(Cc4ccccc4)CC3)n2)cc1OC,-7,-0.7,8,12,/,-22,9,-4,8,-20,12
CN(C)CCCn1c(-c2ccccc2)nc(=S)c2c1CCCC2,-2,-0.2,1,-5,-13,-6,4,2,2,-7,0
CC1=C(C(=O)Nc2cc(C(=O)N3CCN(c4cccc(C)c4)C(C)C3)ccc2C)SCCO1 (stereo unspecified),8,-0.5,17,3,14,-17,6,-1,6,-12,13
CN(C)C1CCN(Cc2cc(COCc3ccccc3)c3cccnc3c2O)C1 (stereo unspecified),29,-4.3,36,2,88*,-18,-9,/,73*,6,21
COc1cc(NC(=O)COC(=O)CC(C)(C)C)c(C)cc1[N+](=O)[O-],-6,-0.4,-20,-28,15,-35,-2,2,-15,-3,-5
CC(=O)CCc1oc2ccccc2c1-c1ccccc1,-25,-0.6,10,14,-68,2,-12,-3,5,5,3
O=C(N/C=N/O)C1=NOC(CNc2ncc(C(F)(F)F)cc2Cl)C1 (stereo unspecified),-7,2.7,-30,-51,-18,-23,-3,-1,-15,38,12
Cc1cccc(C(=O)Nc2c(C#N)c(C)c(C)n2Cc2ccccc2)c1,7,-2.2,29,20,-4,-14,-5,0,9,6,4
CC(C)c1cc(CNC(=O)C2CCC(=O)N(CCc3ccc(Cl)cc3)C2)on1 (stereo unspecified),4,1.5,7,-1,3,-2,7,-2,9,8,5
O=C(CNCc1ccccc1)Nc1ccccc1-c1ccccc1,-7,-0.4,24,1,11,-9,-14,8,2,-6,3

# Compound activity from PubChem.

# This is a subset; count on the stated rates, not on these rows.
